Screening data from PubChem BioAssay.
TcdB GH inh = TcdB glycohydrolase inhibition | P18177 | inhibition, % at 9.99 µM | actives 0.24% (n = 350,000) | AID 652162 | TcdB glycohydrolase enzymatic assay, plate reader; in the data active means inhibition above about 10%
Target sequence (P18177 whole entry, looked up): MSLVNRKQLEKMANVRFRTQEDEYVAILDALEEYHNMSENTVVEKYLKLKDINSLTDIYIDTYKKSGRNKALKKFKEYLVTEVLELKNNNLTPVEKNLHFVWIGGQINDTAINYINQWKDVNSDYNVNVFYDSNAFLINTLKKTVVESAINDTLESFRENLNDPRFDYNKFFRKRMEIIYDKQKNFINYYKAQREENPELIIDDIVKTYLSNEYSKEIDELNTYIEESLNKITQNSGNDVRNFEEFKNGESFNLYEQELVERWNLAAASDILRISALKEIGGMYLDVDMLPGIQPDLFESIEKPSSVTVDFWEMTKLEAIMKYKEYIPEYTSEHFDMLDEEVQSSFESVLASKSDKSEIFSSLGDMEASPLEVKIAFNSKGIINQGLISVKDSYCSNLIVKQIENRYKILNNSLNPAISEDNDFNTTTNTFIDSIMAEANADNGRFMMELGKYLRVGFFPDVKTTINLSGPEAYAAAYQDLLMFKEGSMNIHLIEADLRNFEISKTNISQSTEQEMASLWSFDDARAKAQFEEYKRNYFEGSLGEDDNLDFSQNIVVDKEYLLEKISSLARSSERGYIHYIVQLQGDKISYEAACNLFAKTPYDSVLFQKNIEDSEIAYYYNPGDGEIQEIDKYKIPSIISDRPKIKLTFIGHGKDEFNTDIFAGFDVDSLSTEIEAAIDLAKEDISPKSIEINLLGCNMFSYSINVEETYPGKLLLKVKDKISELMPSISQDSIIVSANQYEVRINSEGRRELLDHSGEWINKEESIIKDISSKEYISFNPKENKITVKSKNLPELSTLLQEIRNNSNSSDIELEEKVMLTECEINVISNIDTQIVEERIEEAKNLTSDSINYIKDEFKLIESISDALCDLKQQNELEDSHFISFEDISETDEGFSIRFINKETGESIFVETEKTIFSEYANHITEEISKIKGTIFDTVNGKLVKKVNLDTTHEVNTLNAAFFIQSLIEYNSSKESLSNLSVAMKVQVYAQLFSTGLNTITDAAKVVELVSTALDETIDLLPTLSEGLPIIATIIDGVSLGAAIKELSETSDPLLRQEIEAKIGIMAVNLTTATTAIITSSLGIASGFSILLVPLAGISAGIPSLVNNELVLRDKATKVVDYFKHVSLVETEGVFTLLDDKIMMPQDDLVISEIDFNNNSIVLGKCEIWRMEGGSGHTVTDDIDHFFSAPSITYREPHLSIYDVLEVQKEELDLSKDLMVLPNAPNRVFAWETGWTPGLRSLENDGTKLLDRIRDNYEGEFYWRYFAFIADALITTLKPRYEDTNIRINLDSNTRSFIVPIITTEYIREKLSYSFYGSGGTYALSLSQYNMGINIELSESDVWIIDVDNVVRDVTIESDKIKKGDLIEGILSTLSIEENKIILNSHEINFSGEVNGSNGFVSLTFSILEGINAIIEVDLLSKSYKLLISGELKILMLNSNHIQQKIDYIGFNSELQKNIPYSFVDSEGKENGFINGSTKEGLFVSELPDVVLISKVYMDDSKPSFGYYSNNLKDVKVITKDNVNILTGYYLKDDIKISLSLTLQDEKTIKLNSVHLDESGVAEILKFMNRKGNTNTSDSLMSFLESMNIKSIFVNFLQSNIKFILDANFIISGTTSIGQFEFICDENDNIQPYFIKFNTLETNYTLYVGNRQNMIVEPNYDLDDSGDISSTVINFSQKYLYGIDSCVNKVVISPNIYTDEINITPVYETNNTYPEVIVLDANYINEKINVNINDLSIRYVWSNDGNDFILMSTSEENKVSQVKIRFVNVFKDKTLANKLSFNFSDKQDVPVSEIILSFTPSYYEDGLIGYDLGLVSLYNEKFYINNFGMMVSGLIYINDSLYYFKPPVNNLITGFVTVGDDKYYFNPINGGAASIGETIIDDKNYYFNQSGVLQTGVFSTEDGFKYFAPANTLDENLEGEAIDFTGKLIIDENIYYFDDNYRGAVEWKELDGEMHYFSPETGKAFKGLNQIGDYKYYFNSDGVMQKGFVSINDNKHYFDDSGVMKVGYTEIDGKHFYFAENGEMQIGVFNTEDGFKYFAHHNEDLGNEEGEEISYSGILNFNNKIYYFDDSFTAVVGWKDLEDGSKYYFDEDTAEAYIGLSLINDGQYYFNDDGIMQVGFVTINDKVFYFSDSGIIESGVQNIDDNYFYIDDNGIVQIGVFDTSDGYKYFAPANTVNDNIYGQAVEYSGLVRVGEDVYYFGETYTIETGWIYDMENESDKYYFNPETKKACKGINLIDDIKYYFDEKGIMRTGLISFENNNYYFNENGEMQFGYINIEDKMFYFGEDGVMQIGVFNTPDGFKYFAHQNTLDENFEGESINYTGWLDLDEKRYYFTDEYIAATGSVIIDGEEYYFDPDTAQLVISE
Y pestis TopoI = blocks Yersinia pestis topoisomerase I activity | activity, % at 10 µM | actives 0.064% (n = 360,000) | Y. pestis Topo-I cleavage product accumulation, plate reader; in the data active means activity above about 50%, passing the limit was not always enough; inconclusive means no clear call, values can overlap the other calls; further: inactives centre near 2
Anthrax LF prot = inhibitors of Bacillus anthracis lethal factor protease. AID 588501. actives 0.12% (n = 360,000). P15917. multiplex microsphere protease cleavage assay, LF. inhibition, % at 10 µM; further: plate controls were buffer without enzyme for full effect and enzyme alone for no effect
PrPC TRFRET = cell surface PrPC inhibition, primary TR-FRET screen; P04156; TR-FRET read-out; inhibition, % at 13.8 µM; actives 0.43% (n = 370,000); AID 720596; in the data active means inhibition above about 24%; further: 0% = median of the test wells and 100% = reference compound wells
Vc quorum ag = inducers of Vibrio cholerae quorum light production without autoinducers; AID 588436; activation, % at 18.7 µM; actives 0.16% (n = 350,000); V. cholerae BH1578 lux reporter, luminescence, 6 h; in the data active means activation mostly above about 9.7%, no sharp cut-off; inconclusive means no clear call, values can overlap the other calls; inactive means mostly below about 3.7%; further: not every result past the cut was called active; inactives centre near 0; reference of the scale not given here
SSB-PriA inh = inhibitors of Klebsiella pneumoniae PriA binding to SSB C-terminal tail; AID 1272365; AlphaScreen SSBct-PriA binding, biotinylated peptide; actives 0.6% (n = 430,000); inhibition, % at 33 µM; in the data active means inhibition mostly above about 37%, no sharp cut-off; inactive means mostly below about 20%;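 further: plate controls were negative control peptide for no effect and reference peptide for full effect; strong numbers were not always called active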
PfHsp40 rescue = restores yeast growth despite PfHsp40 toxicity; actives 0.68% (n = 340,000); growth rescue, % at 12.5 µM; S. cerevisiae expressing PfHsp40, growth rescue, ATP luminescence; in the data active means growth rescue above about 28%, passing the limit was not always enough; inconclusive means no clear call, values can overlap the other calls;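 further: yeast W303a lacking pdr1 and pdr3 grown in galactose medium; growth measured after three days at 30 °C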
SARS 3CLpro inh = SARS-CoV 3CLpro protease inhibition; recombinant SARS-CoV 3CLpro, quenched FRET peptide cleavage; inhibition, % at 6 µM; P0C6X7; actives 0.14% (n = 290,000); AID 1706; in the data active means inhibition above about 12%
BoNT-A LC inh2 = blocks Botulinum neurotoxin A light chain protease; actives 0.17% (n = 360,000); inhibition, % at 10 µM; multiplex microsphere protease substrate cleavage, flow cytometry; further: plate controls were buffer without enzyme for full effect and enzyme alone for no effect
Starred values were filed as active, the others as inactive; i = inactive; ? = inconclusive; . = no result given; & = joins results of further samples. Unless noted, no stated cut-off is given here; in the data, active means inhibition above about 30%; inconclusive means no clear call, values can overlap the other calls; inactive means below that. This is a subset (hit frequency here may not be typical).

Molecule,TcdB GH inh,Y pestis TopoI,Anthrax LF prot,PrPC TRFRET,Vc quorum ag,SSB-PriA inh,PfHsp40 rescue,SARS 3CLpro inh,BoNT-A LC inh2
O=C(COC(=O)CSc1ccc(F)cc1)NNC(=O)c1ccc([N+](=O)[O-])cc1,3.1,-3,18,-17,-1.1,-3,0.4,.,6.4
CC(C)C(C)NC(=O)COc1ncnc2ccccc12 (stereo unspecified),.,0,0,-1,-10,-8,1.0,3,0.3
COC(=O)C1=C(C)OC(N)=C(C#N)C1c1ccsc1 (stereo unspecified),.,1,2,-3,3.7,-13,-0.7,-2,0.6
CC(=O)Oc1ccc(C(=O)Nc2ccc(S(=O)(=O)NCC3CCCO3)cc2)cc1 (stereo unspecified),1.7,-5,-1,3,-0.5,-7,-0.1,0,0.5
Cc1noc(C)c1-c1nc(CS(=O)(=O)c2ccc(Cl)cc2)no1,-1.4,-6,11,-7,-0.5,-3,-0.1,4,0.4
COc1ccc2c(c1)CCN(C(=O)CCl)C2C1C(=O)CCCC1=O (stereo unspecified),2.1,1,-2,7,i,-6,-0.3,-6,-1.2
Cc1cccc(-n2c(SCC(=O)NCc3ccc4c(c3)OCO4)nc3ccccc3c2=O)c1,0.5,11,0,-3,-0.4,-7,-0.8,4,-0.1
CCc1ccc(N(CC(=O)NCc2cccnc2)S(=O)(=O)c2ccccc2)cc1,-3.5,3,2,-17,-0.1,-1,-0.9,-3,-1.5
CCOC(=O)N1CCC(NC(=O)c2cc3cc4cc(OC)ccc4nc3o2)CC1,.,-1,0,-8,-2.0,-5,0.9,2,-0.2
CC(CCC(=O)O)C1CC[C@H]2C3CCC4CC(=O)CCC4(C)[C@H]3CC(=O)C12C (stereo partly specified),-0.7,2,-3,2,i,-2,-0.8,0,-0.5
Cc1cccc(C)c1OC1(c2ccccc2)OC(=O)c2ccccc21 (stereo unspecified),.,1,-6,0,-3.8,-22,0.2,2,-0.9
O=c1cc(-c2ccccc2)nc(N2CCN(Cc3ccccc3)CC2)[nH]1,.,22,-13,6,i,-21,0.0,4,-1.1
Cc1nn(Cc2ccc(Cl)cc2)c(C)c1NC(=O)c1noc2c1CCc1ccccc1-2,0.5,27,3,-6,-0.3,-17,-0.1,3,-0.5
CC(/C=C/c1ccccc1)=N/O,.,5,0,-5,-1.3,.,0.4,3,0.0
CN(C)S(=O)(=O)n1cnc(-c2ccccc2)c1-c1ccccc1,.,0,1,-3,-1.9,-3,1.6,8,1.0
Cc1c(C2(O)C(=O)Nc3ccc(F)cc32)c(=O)n(-c2ccccc2)n1C (stereo unspecified),.,5,-1,-3,i,-10,-1.0,0,1.0
COc1ccc(OC)c(-c2nnc3n2N=C(c2ccc(OC)c(OCC4CC4)c2)CS3)c1,.,17,1,.,-5.0,-9,1.1,.,0.2
O=C(NCCCN1CCCCCC1)c1ccc(CS(=O)(=O)Cc2ccccc2F)o1,.,8,-5,-3,.,29,?,1,0.4
CC(=O)c1c(C)nn(CCC(=O)O)c1C,.,3,-5,-3,-0.2,4&17,-2.6,-4,-0.8
Cc1ccc(C2=Nn3c(COc4ccc(Cl)cc4)nnc3SC2CC(=O)O)cc1 (stereo unspecified),-0.9,13,0,8,-0.2,7,2.3,4,1.2
Cc1ccc(NC(=O)C2CCCN(C(=O)c3ccc(Cl)cc3)C2)cc1 (stereo unspecified),1.6,-14,3,12,-0.5,2,0.3,-1,-0.7
COc1ccc(Nc2nnc(Cc3ccc(Cl)cc3)c(=O)[nH]2)c(OC)c1,.,5,3,-3,1.3,-28,3.5,4,1.3
CCCCNC(=O)CNC(=O)c1nn(-c2ccc(OC)c(Cl)c2)c(=O)c2ccccc12,1.6,21,10,8,i,-1,-0.1,0,-3.3
O=C(NNC(=O)c1ccc[nH]1)c1cc(Cl)cc(Cl)c1,1.4,9,1,-5,-1.9,6,1.0,-1,0.6
COc1ccc(CCNC(=O)C/C(C)=N/NC(=O)c2cnccn2)cc1,-1.1,-10,3,0,i,.,-1.4,2,5.4

Compound	TcdB GH inh	Y pestis TopoI	Anthrax LF prot	PrPC TRFRET	Vc quorum ag	SSB-PriA inh	PfHsp40 rescue	SARS 3CLpro inh	BoNT-A LC inh2
CCOc1nc(Nc2ccc(OC)c(Cl)c2)nc(N2CCN(c3ccc(OC)cc3)CC2)n1	.	3	-8	3	-5.0	20	1.6	-1	-0.6
CCOC(=O)c1cc(CC)sc1NC(=O)CC1Sc2ccc(C(F)(F)F)cc2NC1=O (stereo unspecified)	.	8	-1	1	3.6	-9	-1.0	-3	-0.4
COc1ccc(C(=O)CSc2nc3ncccc3[nH]2)cc1OC	-8.5	1	-1	9	i	1	0.2	-4	-0.7
COc1ccc(Sc2nc3ccccc3n3c(C(F)(F)F)nnc23)cc1	.	3	-2	7	-0.7	-23	0.6	-3	0.0
Cc1ccc(C(C)NC(=O)c2cc(C)oc2C)cc1 (stereo unspecified)	.	2	4	-8	-0.5	-4	48*	1	0.2
O=C(CNS(=O)(=O)c1ccccc1)Nc1cccc([N+](=O)[O-])c1	1.5	4	-1	-8	0.6	-14	-1.1	-2	0.4
CCC(C)(C)NC(=O)C(c1ccc(O)cc1)N(CCOC)C(=O)CCC(=O)Nc1nccs1 (stereo unspecified)	1.3	-3	1	7	-4.2	-10	0.7	1	-0.8
COc1ccc(-c2c[n+]3c(n2-c2c(C)n(C)n(-c4ccccc4)c2=O)CCCCC3)cc1	-5.8	-1	1	7	1.1	-5	-0.3	2	-0.3
O=C(Cc1ccccc1)N/N=C/c1ccc(S(=O)(=O)O)o1	0.8	-4	-6	-9	i	i	-0.5	1	?
COC(=O)c1cc2c(ccn2-c2ccc(F)cc2)n1CC(C)C	.	9	-7	0	i	-12	0.8	-3	-0.1
Cc1nnc(SCC(=O)N(CCC#N)c2ccc3c(c2)OCCO3)s1	-0.1	-2	.	1	i	-1	0.2	.	.
Cc1ccc(C(=O)NCC(=O)N2CCN(S(=O)(=O)c3cccs3)CC2)s1	-1.8	-3	-3	8	-0.3	6	-0.3	3	0.1
CC(O)(CS(=O)(=O)c1ccccc1)C(=O)Nc1ccc(C(F)(F)F)cc1 (stereo unspecified)	.	-2	-1	-2	i	-8	0.4	2	-0.6
C=CCOc1ccc(CNn2nnnc2N)cc1	1.1	-3	-1	1	0.0	-3	1.2	5	0.6
Cc1cc(/C=C2\C(=O)NC(=O)N(c3ccccc3)C2=O)c(C)n1-c1ccc(C(=O)O)c(Cl)c1	-0.9	-14	-10	-5	i	2	-0.2	7	-1.1

Pulled by compound from the list above:
Compound	TcdB GH inh	Y pestis TopoI	Anthrax LF prot	PrPC TRFRET	Vc quorum ag	SSB-PriA inh	PfHsp40 rescue	SARS 3CLpro inh	BoNT-A LC inh2
CCOC(=O)c1cc(CC)sc1NC(=O)CC1Sc2ccc(C(F)(F)F)cc2NC1=O (stereo unspecified)	.	8	-1	1	3.6	-9	-1.0	-3	-0.4
CCC(C)(C)NC(=O)C(c1ccc(O)cc1)N(CCOC)C(=O)CCC(=O)Nc1nccs1 (stereo unspecified)	1.3	-3	1	7	-4.2	-10	0.7	1	-0.8
COc1ccc(Sc2nc3ccccc3n3c(C(F)(F)F)nnc23)cc1	.	3	-2	7	-0.7	-23	0.6	-3	0.0

Other entries.
Compound	TcdB GH inh	Y pestis TopoI	Anthrax LF prot	PrPC TRFRET	Vc quorum ag	SSB-PriA inh	PfHsp40 rescue	SARS 3CLpro inh	BoNT-A LC inh2
CCOc1ccccc1N(CC)C(=O)c1ccc2c(=O)n3c(nc2c1)CCCCC3	0.7	12	0	2	-0.4	1	0.3	-1	0.0
Cc1nc2cc(-c3cccc(F)c3)nn2c(C)c1CCC(=O)N1CCN(c2ccccn2)CC1	1.0	2	-1	-1	0.0	-26	-0.5	.	-0.1
O=C(CSc1nnnn1C1CC1)Nc1ccc(S(=O)(=O)N2CCOCC2)cc1	-0.7	0	.	1	i	2	-0.3	.	.
OCCC1CN(Cc2ccc3c(c2)CCO3)CCN1Cc1ccc(F)cc1 (stereo unspecified)	0.2	6	0	-7	.	-4	0.7	7	0.0
CCSc1nnc([C@H](Cc2ccccc2)NC(=O)OC(C)(C)C)o1	.	-1	-1	2	7.1	-13	0.9	1	0.2
O=C(c1ccc2c(c1)OCCO2)N1CCN(c2ncc(C(F)(F)F)cc2Cl)CC1	5.1	29	0	-1	i	6	1.9	.	2.6
CSc1ncccc1C(=O)N1CCC1(C)C(=O)NC(C)C (stereo unspecified)	0.2	-6	-5	-4	-0.2	.	.	.	-0.3
N#CC1(NC(=O)COC(=O)c2cc(O)c3ccccc3c2O)CCCCC1	.	-2	1	.	6.2	0	1.4	.	4.6
Nc1ccc(Sc2nc3ccccc3[nH]2)cc1	0.6	0	-6	-1	i	2	-1.1	-1	-1.4
O=C(CCCSc1nc2ccccc2[nH]1)Nc1ccccc1	.	-7	-4	12	-0.6	6	-2.1	6	-0.6
Cc1cc(C)c2[nH]c(=O)c(C(c3nnnn3Cc3ccc4c(c3)OCO4)N3CCC(C)CC3)cc2c1 (stereo unspecified)	.	6	6	2	i	3	-0.5	0	3.1
CC(C)CN1CC(C)C(=O)NC1=S (stereo unspecified)	1.0	11	-4	1	.	-17	-0.8	.	-0.5
O=C(NC1=NCCS1)c1ccc(OCC2CCCO2)cc1 (stereo unspecified)	.	-10	0	-1	2.6	-6	-1.5	2	0.5
COc1ccc(-n2nc(C(=O)NCC(=O)N3CCN(c4ccccn4)CC3)c3ccccc3c2=O)cc1Cl	0.6	3	-3	-4	-2.8	-11	2.2	0	-0.8
COC/C=C1\CN2C3C[C@@H]1[C@H]1COC4=Nc5cc(OC)c(OC)c(OC)c5[C@@]43C[C@@H]12	0.7	3	0	-3	-0.4	-3	-1.2	.	-0.9

Single values from the entries so far.
O=C(CSc1nnnn1C1CC1)Nc1ccc(S(=O)(=O)N2CCOCC2)cc1 in TcdB GH inh shows -0.7
Cc1nnc(SCC(=O)N(CCC#N)c2ccc3c(c2)OCCO3)s1 in SSB-PriA inh shows -1
Cc1cccc(-n2c(SCC(=O)NCc3ccc4c(c3)OCO4)nc3ccccc3c2=O)c1 in Anthrax LF prot shows 0
